Screening results as filed in PubChem BioAssay.
M4 PAM – positive allosteric modulators of human muscarinic M4 receptor; P08173; activation, % at 3 µM; 360,000 tested, 0.4% active; AID 624126; CHO-K1 hM4/Gqi5, Fluo-8 calcium fluorescence, ACh EC20; 0% = ACh EC20, 100% = maximal ACh;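 active = activation above its plate's cutoff, the mean activation of sample wells plus 3 SD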; also: some results filed as inactive read as strong as hits
Target sequence (P08173 whole entry, looked up): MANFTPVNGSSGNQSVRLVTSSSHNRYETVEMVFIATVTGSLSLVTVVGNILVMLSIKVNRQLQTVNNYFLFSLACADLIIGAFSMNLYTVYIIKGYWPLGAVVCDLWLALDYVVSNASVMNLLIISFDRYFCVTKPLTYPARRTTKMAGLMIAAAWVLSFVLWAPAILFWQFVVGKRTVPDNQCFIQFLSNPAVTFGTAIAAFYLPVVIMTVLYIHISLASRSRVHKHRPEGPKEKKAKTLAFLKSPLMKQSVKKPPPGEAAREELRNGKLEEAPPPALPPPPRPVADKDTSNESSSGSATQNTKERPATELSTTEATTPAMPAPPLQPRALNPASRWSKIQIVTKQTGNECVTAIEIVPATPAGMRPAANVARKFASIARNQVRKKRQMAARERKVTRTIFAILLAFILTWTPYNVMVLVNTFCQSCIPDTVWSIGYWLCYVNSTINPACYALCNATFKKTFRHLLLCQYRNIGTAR
M5 PAM – potentiates acetylcholine response at human M5 receptor; P08912; CHO-K1 hM5, Fluo-8 calcium, ACh EC20 PAM; 0% = ACh EC20, 100% = ACh EC100; activation, % at 3 µM; 360,000 tested, 0.3% active; AID 624038;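 active = activation above the run cutoff, the mean activation of all test compounds plus 3 SD, cut at about 18% in these data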
Target sequence (P08912 whole entry, looked up): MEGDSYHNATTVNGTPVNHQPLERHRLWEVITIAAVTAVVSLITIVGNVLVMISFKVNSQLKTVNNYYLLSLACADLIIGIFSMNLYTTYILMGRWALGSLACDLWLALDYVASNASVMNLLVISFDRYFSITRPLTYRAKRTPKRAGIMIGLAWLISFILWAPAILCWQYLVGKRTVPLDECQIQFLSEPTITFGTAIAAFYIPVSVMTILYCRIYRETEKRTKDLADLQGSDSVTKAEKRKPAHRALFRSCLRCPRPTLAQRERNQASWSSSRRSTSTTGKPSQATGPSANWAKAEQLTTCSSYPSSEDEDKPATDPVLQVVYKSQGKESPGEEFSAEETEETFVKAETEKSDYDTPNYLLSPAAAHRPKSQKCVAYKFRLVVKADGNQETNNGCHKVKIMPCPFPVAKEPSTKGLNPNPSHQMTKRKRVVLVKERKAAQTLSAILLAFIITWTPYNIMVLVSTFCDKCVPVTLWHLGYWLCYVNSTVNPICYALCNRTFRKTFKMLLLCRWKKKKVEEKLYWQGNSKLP
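System – CHO-K1 hM5 cells · Compound – 3 µM, single dose · Incubation – compound preincubation 140 s before EC20 acetylcholine addition · Technique – Fluo-8 calcium fluorescence · Measure – Max/basal fluorescence ratio as % of EC20–EC100 ACh window · Benchmarks – low control EC20 acetylcholine (0%), high control EC100 acetylcholine (100%) · Replication – singlicate, one well per test compound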
CHRM5 antagonist – antagonists of human muscarinic M5 receptor (CHRM5). P08912. 360,000 tested, 0.59% active. CHO-hM5 cells, Fluo-8 calcium fluorescence, ACh EC80. inhibition, % at 3 µM;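 active = inhibition above a per-plate cutoff, the mean of that plate's test compounds plus 3 SD, cut at about 27% in these data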;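 also: 0% = acetylcholine EC80 with DMSO and 100% = DMSO without agonist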
M5 ag – CHRM5 agonism in calcium assay; AID 624037; 360,000 tested, 0.19% active; CHO-K1 hM5 cells, Fluo-8 calcium fluorescence; 0% DMSO wells, 100% maximal acetylcholine response; activation, % at 3 µM; P08912;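 active = activation above the run's mean over test compounds plus 3 SD, cut at about 23% in these data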;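 also: signal is peak over basal fluorescence ratio across the kinetic read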
M1 PAM – human CHRM1 positive allosteric modulation; CHO-K1 hM1, Fluo-8 calcium fluorescence, ACh EC20; 0% = ACh EC20, 100% = maximal ACh; activation, % at 3 µM; 360,000 tested, 0.088% active; AID 588819; in the data active = activation above about 19%, passing the limit was not always enough
M4 antag – antagonists of human muscarinic M4 receptor (CHRM4) | P08173 | CHO-hM4 cells, ACh EC80, Fluo-8 calcium fluorescence | inhibition, % at 3 µM | 360,000 tested, 0.73% active | AID 624125;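 active = inhibition above its plate's cutoff, the mean inhibition of sample wells plus 3 SD, cut at about 27% in these data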;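 also: 0% = acetylcholine EC80 with DMSO and 100% = DMSO without agonist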
M1 antag – antagonists of human M1 muscarinic receptor; inhibition, % at 3 µM; P11229; CHO-K1 hM1, Fluo-8 calcium fluorescence, ACh EC80 antagonist; 360,000 tested, 1.3% active; AID 588852;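 active = percent inhibition above its own plate's cutoff, namely the mean of that plate's compound wells plus 3 SD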;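 also: peak over basal fluorescence ratio during 140 s after agonist addition; 0% = ACh EC80 plus DMSO and 100% = DMSO alone without agonist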
CHRM4 agonist – CHRM4 agonism in calcium assay | P08173 | CHO-K1 hM4/Gqi5, Fluo-8 calcium fluorescence; vehicle 0%, full acetylcholine response 100% | activation, % at 3 µM | 360,000 tested, 0.14% active | AID 624127;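 active = activation above the run mean over all test wells plus 3 SD, cut at about 32% in these data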;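 also: peak over basal fluorescence ratio per well then scaled between controls; 0% = DMSO wells and 100% = acetylcholine at EC100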
CRFBP-R2 agonist – agonists of human CRF-binding protein/CRF-R2 receptor complex; HEK293 CRF-R2/CRF-BP, calcium dye fluorescence (FLIPR); percent of saturating CRF peptide response; AID 588473; activation, % at 13.2 µM; 350,000 tested, 0.46% active;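 active = activation of at least 50%, plus an integration ratio under a set limit after plate pattern correction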;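 also: plate controls were neutral control wells without compound for no effect and CRF at EC100 for full effect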
Starred values were filed as active, the others as inactive.

`CCc1ccc(C2c3[nH]c4ccccc4c3CCN2C(=O)CN2CCN(CC)CC2)cc1` (stereo unspecified) gave M4 PAM 4, M5 PAM 0, CHRM5 antagonist 11, M5 ag -6, M1 PAM 1, M4 antag 13, M1 antag -3, CHRM4 agonist 16 and CRFBP-R2 agonist 43.
Screening COc1ccc(CC(=O)NNC(=O)c2ccc(SCc3cc(F)ccc3F)c([N+](=O)[O-])c2)cc1 returned M4 PAM 3, M5 PAM 1, CHRM5 antagonist -5, M5 ag 3, M1 PAM 9, M4 antag 3, M1 antag -19, CHRM4 agonist 2 and CRFBP-R2 agonist 4.3.
Screening CCCC(=O)Nc1cccn(Cc2ccccc2Br)c1=O returned M4 PAM 2, M5 PAM 4, CHRM5 antagonist 8, M5 ag -7, M1 PAM 1, M4 antag 4, M1 antag -25, CHRM4 agonist 0 and CRFBP-R2 agonist 1.0.
Screening CC(C)CNC(=O)C1(C)CCCN1C(=O)c1cc2ccccc2s1 (stereo unspecified) returned M4 PAM 1, M5 PAM -1, CHRM5 antagonist 5, M5 ag 0, M1 PAM 4, M4 antag -5, M1 antag -11 and CHRM4 agonist 1.
`CC(N)C(=O)NC(C(=O)NC(C)C(=O)Nc1cccc2ccccc12)C(C)C` (stereo unspecified) gave M4 PAM 3, M5 PAM -2, CHRM5 antagonist -4, M5 ag -1, M1 PAM 0, M4 antag -18, M1 antag -12 and CHRM4 agonist 2.
Cc1[nH]n(-c2ccccc2)c(=O)c1-c1cccc(Cl)c1 was read as M4 PAM -2, M5 PAM -4, CHRM5 antagonist -3, M5 ag -1, M1 PAM -3, M4 antag 1, M1 antag -14, CHRM4 agonist 0 and CRFBP-R2 agonist -0.2.
O=C(c1ccccc1)C1CC=CCC1C(=O)c1ccccc1 (stereo unspecified) was read as M4 PAM -3, M5 PAM 4, CHRM5 antagonist 3, M5 ag 5, M1 PAM 12, M4 antag -12, M1 antag -21, CHRM4 agonist -3 and CRFBP-R2 agonist -1.0.
`O=C(CSc1nnc(CNC(=O)C23CC4CC(CC(C4)C2)C3)n1-c1ccc(F)cc1)Nc1ccccc1` gave M4 PAM 0, M5 PAM 4, CHRM5 antagonist -2, M5 ag 2, M1 PAM 8, M4 antag 7, M1 antag -4, CHRM4 agonist 1 and CRFBP-R2 agonist 3.9.
Screening O=[N+]([O-])c1ccc(NCCCO)c(C(F)(F)F)c1 returned M4 PAM -2, M5 PAM 2, CHRM5 antagonist -4, M5 ag -2, M1 PAM 7, M4 antag 2, M1 antag -8, CHRM4 agonist 1 and CRFBP-R2 agonist 34.
`CC(=O)Nc1cccc(NC(=O)CCCC(=O)O)c1` gave M4 PAM -1, M5 PAM -4, CHRM5 antagonist 1, M5 ag 0, M1 PAM 0, M4 antag -6, M1 antag 6, CHRM4 agonist 1 and CRFBP-R2 agonist -0.4.
Screening COc1cc(C(=O)NCCC(=O)NC2CCCc3ccccc32)cc(OC)c1OC (stereo unspecified) returned M4 PAM 1, M5 PAM -1, CHRM5 antagonist 3, M5 ag -4, M1 PAM 9, M4 antag -2, M1 antag -8, CHRM4 agonist 2 and CRFBP-R2 agonist 0.0.
Screening CCOC(=O)c1nncc(-c2ccccc2)n1 returned M4 PAM 4, M5 PAM -2, CHRM5 antagonist 6, M5 ag 0, M1 PAM 6, M4 antag 0, M1 antag 5, CHRM4 agonist 1 and CRFBP-R2 agonist -0.8.
For O=C(O)CN1CCNCCN(CC(=O)O)CCNCC1 the results were M4 PAM 2, M5 PAM -3, CHRM5 antagonist 2, M5 ag 3, M1 PAM 7, M4 antag -9, M1 antag -16, CHRM4 agonist 0 and CRFBP-R2 agonist -0.5.
For O=C(CSc1ccccn1)N/N=C/C=C/c1ccccc1 the results were M4 PAM 0, M5 PAM -1, CHRM5 antagonist 0, M5 ag -1, M1 PAM -4, M4 antag 1, M1 antag 5, CHRM4 agonist 1 and CRFBP-R2 agonist -0.9.
`c1ccc(-c2cc3ccccc3nc2N2CCCC2)cc1` gave M4 PAM -3, M5 PAM -2, CHRM5 antagonist 9, M5 ag -6, M1 PAM -11, M4 antag 0, M1 antag 6, CHRM4 agonist -1 and CRFBP-R2 agonist 2.1.
For COc1ccc(C(CCN2CCCC(C)C2)c2c(OC)cc(OC)c3c2OC(=O)CC3c2cc(OC)c(OC)c(OC)c2)cc1 (stereo unspecified) the results were M4 PAM 7, M5 PAM 8, CHRM5 antagonist 7, M5 ag -2, M1 PAM 3, M4 antag 4, M1 antag -1, CHRM4 agonist 1 and CRFBP-R2 agonist -0.4.
Screening N#CC1(NC(=O)CN2CCN(S(=O)(=O)c3ccccc3F)CC2)CCCC1 returned M4 PAM 5, M5 PAM 7, CHRM5 antagonist -15, M5 ag -5, M1 PAM 6, M4 antag 2, M1 antag -32, CHRM4 agonist 2 and CRFBP-R2 agonist 1.3.
Screening O=C(COC(=O)c1cc(S(=O)(=O)N2CCCCC2)ccc1N1CCOCC1)c1ccccc1 returned M4 PAM 8, M5 PAM -6, CHRM5 antagonist -2, M5 ag -5, M1 PAM 15, M4 antag -13, M1 antag -1, CHRM4 agonist 1 and CRFBP-R2 agonist -1.1.
O=C(Nc1ncc(S(=O)(=O)c2ccc([N+](=O)[O-])cc2)s1)c1ccc2ccccc2c1 was read as M4 PAM 7, M5 PAM 4, CHRM5 antagonist 4, M5 ag 0, M1 PAM 8, M4 antag -2, M1 antag -7, CHRM4 agonist 3 and CRFBP-R2 agonist 8.1.
For CCCCn1nc(C(=O)Nc2nc3c(s2)CCCC3)c2ccccc2c1=O the results were M4 PAM -4, M5 PAM -7, CHRM5 antagonist -2, M5 ag -1, M1 PAM 9, M4 antag 4, M1 antag -7, CHRM4 agonist 1 and CRFBP-R2 agonist 0.9.
Screening COc1cccc(-c2nc(CS(=O)CC(=O)NCc3ccccc3)c(C)o2)c1 (stereo unspecified) returned M4 PAM 1, M5 PAM -4, CHRM5 antagonist -1, M5 ag 0, M1 PAM 4, M4 antag -9, M1 antag -7, CHRM4 agonist 3 and CRFBP-R2 agonist 0.0.
For COc1ccccc1NC(=S)N1CCN(c2cccc(C)c2C)CC1 the results were M4 PAM -2, M5 PAM 7, CHRM5 antagonist 2, M5 ag -5, M1 PAM 5, M4 antag 4, M1 antag -14, CHRM4 agonist 0 and CRFBP-R2 agonist 0.7.
Screening Cc1cc(SCCC(=O)O)nc2c(C)cccc12 returned M4 PAM 3, M5 PAM 33*, CHRM5 antagonist -3, M5 ag -11, M1 PAM 3, M4 antag -9, M1 antag 1, CHRM4 agonist 1 and CRFBP-R2 agonist -4.4.
O=C(NC1CC1)C1CC(=O)N(c2cccc(Cl)c2Cl)C1 (stereo unspecified) was read as M4 PAM 2, M5 PAM -4, CHRM5 antagonist 14, M5 ag -1, M1 PAM 8, M4 antag 3, M1 antag -12, CHRM4 agonist 2 and CRFBP-R2 agonist 2.6.

Next section, overlapping the part above by three compounds.
For COc1ccccc1NC(=S)N1CCN(c2cccc(C)c2C)CC1 the results were M4 PAM -2, M5 PAM 7, CHRM5 antagonist 2, M5 ag -5, M1 PAM 5, M4 antag 4, M1 antag -14, CHRM4 agonist 0 and CRFBP-R2 agonist 0.7.
Screening Cc1cc(SCCC(=O)O)nc2c(C)cccc12 returned M4 PAM 3, M5 PAM 33*, CHRM5 antagonist -3, M5 ag -11, M1 PAM 3, M4 antag -9, M1 antag 1, CHRM4 agonist 1 and CRFBP-R2 agonist -4.4.
O=C(NC1CC1)C1CC(=O)N(c2cccc(Cl)c2Cl)C1 (stereo unspecified) was read as M4 PAM 2, M5 PAM -4, CHRM5 antagonist 14, M5 ag -1, M1 PAM 8, M4 antag 3, M1 antag -12, CHRM4 agonist 2 and CRFBP-R2 agonist 2.6.
For Cn1ccc2c(-c3ccccc3F)cc3c(c21)C1CCC3C1 (stereo unspecified) the results were M4 PAM -2, M5 PAM -2, CHRM5 antagonist 3, M5 ag 1, M1 PAM -5, M4 antag 1, M1 antag -1 and CHRM4 agonist -2.
CN(C1CCCCC1)S(=O)(=O)c1ccc(S(=O)(=O)N(CC(=O)Nc2ccccc2)C2CC2)cc1 was read as M4 PAM 0, M5 PAM -6, CHRM5 antagonist 13, M5 ag 1, M1 PAM 6, M4 antag 8, M1 antag -12, CHRM4 agonist 0 and CRFBP-R2 agonist 3.0.
O=C(Nc1cc(Br)ccc1O)c1cc(-c2cccs2)on1 was read as M4 PAM -1, M5 PAM -4, CHRM5 antagonist 16, M5 ag -2, M1 PAM -7, M4 antag -5, M1 antag 7, CHRM4 agonist 1 and CRFBP-R2 agonist -2.3.
`OCCNc1c2ccccc2nc2c(F)c(F)c(F)c(F)c12` gave M4 PAM -4, M5 PAM -8, CHRM5 antagonist 12, M5 ag -2, M1 PAM 2, M4 antag 7, M1 antag 0, CHRM4 agonist 1 and CRFBP-R2 agonist 69*.
O=C(O)COC(=O)C1C(c2ccccc2)C(C(=O)O)C1c1ccccc1 (stereo unspecified) was read as M4 PAM -8, M5 PAM -15, CHRM5 antagonist 24, M5 ag 1, M1 PAM -5, M4 antag 4, M1 antag 3, CHRM4 agonist 13 and CRFBP-R2 agonist 1.8.
Cc1cc(C)n(C(=O)c2cccc(S(=O)(=O)N3CCOCC3)c2)n1 was read as M4 PAM 1, M5 PAM -4, CHRM5 antagonist 9, M5 ag -6, M1 PAM 11, M4 antag 4, M1 antag -10, CHRM4 agonist 1 and CRFBP-R2 agonist -2.2.
For CC(=O)N=c1sc(C(C)(C)C)c(C)n1C the results were M4 PAM -5, M5 PAM 2, CHRM5 antagonist 0, M5 ag 1, M1 PAM 4, M4 antag 9, M1 antag 0, CHRM4 agonist 0 and CRFBP-R2 agonist -0.8.
Screening Oc1ccc(N=Cc2sc3ccccc3c2Cl)cc1 returned M4 PAM 3, M5 PAM 1, CHRM5 antagonist -10, M5 ag -3, M1 PAM 2, M4 antag -4, M1 antag 3, CHRM4 agonist -1 and CRFBP-R2 agonist -3.9.
O=C(N/N=C/c1cc2c(cc1Br)OCO2)C1COc2ccccc2O1 (stereo unspecified) was read as M4 PAM -5, M5 PAM -1, CHRM5 antagonist 9, M5 ag -1, M1 PAM 1, M4 antag 1, M1 antag 7, CHRM4 agonist 0 and CRFBP-R2 agonist -0.5.
CCN(C(=O)COC(=O)c1c2c(nc3ccccc13)CCC2)c1c(N)n(Cc2ccccc2)c(=O)[nH]c1=O was read as M4 PAM 3, M5 PAM 5, CHRM5 antagonist 3, M5 ag -3, M1 PAM 4, M4 antag -5, M1 antag 2, CHRM4 agonist 2 and CRFBP-R2 agonist 0.8.
Screening Cc1ccc(N2C(=O)/C(=C\c3ccc(C(C)C)cc3)N=C2SC2CCOC2=O)cc1 (stereo unspecified) returned M4 PAM 5, M5 PAM 7, CHRM5 antagonist -9, M5 ag -2, M1 PAM 0, M4 antag -3, M1 antag 0, CHRM4 agonist 0 and CRFBP-R2 agonist 5.7.
CC1=NN(C(=O)Cn2nc([N+](=O)[O-])c(Br)c2C)C(O)(C(F)(F)F)C1 (stereo unspecified) was read as M4 PAM -4, M5 PAM -4, CHRM5 antagonist 4, M5 ag -5, M1 PAM -1, M4 antag 2, M1 antag 1, CHRM4 agonist 0 and CRFBP-R2 agonist 2.9.
